Screening results as filed in PubChem BioAssay.
USP28 block: inhibitors of human USP28 deubiquitinase. purified USP28, Ub-rhodamine cleavage fluorescence, 30 min. 47,000 tested, 3% active. inhibition, % at 25 µM. Q96RU2
USP17 inh: blocks human USP17 ubiquitin-rhodamine cleavage. A8MUK1. purified USP17, Ub-rhodamine cleavage fluorescence, 3 h. inhibition, % at 50 µM. 47,000 tested, 6.5% active. AID 1645855
Target sequence (A8MUK1 whole entry, looked up): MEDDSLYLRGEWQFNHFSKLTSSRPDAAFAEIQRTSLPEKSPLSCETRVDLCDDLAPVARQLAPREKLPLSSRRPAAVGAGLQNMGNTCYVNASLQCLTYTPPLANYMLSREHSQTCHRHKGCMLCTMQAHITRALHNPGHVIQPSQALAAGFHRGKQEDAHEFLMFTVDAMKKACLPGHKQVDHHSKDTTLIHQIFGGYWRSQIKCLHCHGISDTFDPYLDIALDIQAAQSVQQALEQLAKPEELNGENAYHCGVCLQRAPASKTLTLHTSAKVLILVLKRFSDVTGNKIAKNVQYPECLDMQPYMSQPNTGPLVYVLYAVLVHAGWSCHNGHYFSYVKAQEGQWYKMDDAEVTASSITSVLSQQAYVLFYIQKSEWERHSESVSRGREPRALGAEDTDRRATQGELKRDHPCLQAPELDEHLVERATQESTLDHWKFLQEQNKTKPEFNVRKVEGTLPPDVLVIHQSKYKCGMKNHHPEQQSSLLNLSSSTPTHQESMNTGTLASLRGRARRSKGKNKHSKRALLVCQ
USP30 inh: human USP30 deubiquitinase inhibition; inhibition, % at 25 µM; Q70CQ3; purified USP30, Ub-rhodamine cleavage fluorescence; 47,000 tested, 5.3% active; AID 1645860
UCHL1 inh: human UCHL1 deubiquitinase inhibition | inhibition, % at 20 µM | purified UCHL1, Ub-rhodamine cleavage fluorescence | 47,000 tested, 0.2% active | P09936
OTUD3 block: blocks human OTUD3 ubiquitin-rhodamine cleavage | purified OTUD3, Ub-rhodamine fluorescence, 2 h | inhibition, % at 25 µM | 47,000 tested, 0.7% active
Target sequence (Q5T2D3 whole entry, looked up): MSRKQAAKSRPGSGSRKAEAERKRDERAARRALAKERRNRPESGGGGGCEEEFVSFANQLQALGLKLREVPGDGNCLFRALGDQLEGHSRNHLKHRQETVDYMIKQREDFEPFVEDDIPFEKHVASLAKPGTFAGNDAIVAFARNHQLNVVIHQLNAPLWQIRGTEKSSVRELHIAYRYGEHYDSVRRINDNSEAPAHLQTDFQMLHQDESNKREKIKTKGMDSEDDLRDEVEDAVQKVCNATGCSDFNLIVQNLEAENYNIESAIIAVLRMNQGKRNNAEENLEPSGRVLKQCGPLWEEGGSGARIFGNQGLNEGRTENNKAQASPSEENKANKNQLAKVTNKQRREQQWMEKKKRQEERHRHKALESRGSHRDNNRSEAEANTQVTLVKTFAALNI
USP10 block: human USP10 deubiquitinase inhibition; Q14694; purified USP10, Ub-rhodamine fluorescence, 60 min; inhibition, % at 20 µM; 47,000 tested, 1.1% active; AID 1645856
USP8 inh: inhibitors of human USP8 deubiquitinase. P40818. purified USP8, Ub-rhodamine cleavage fluorescence, 30 min. inhibition, % at 20 µM. 47,000 tested, 4.2% active
USP7 block: blocks human USP7 ubiquitin-rhodamine cleavage; inhibition, % at 20 µM; 47,000 tested, 0.3% active; purified USP7, Ub-rhodamine cleavage fluorescence
* hit, by the source's call; nt = not tested or not shown. Rule as the data show it: active = inhibition above about 30%; inactive = the rest.

SMILES | USP28 block | USP17 inh | USP30 inh | UCHL1 inh | OTUD3 block | USP10 block | USP8 inh | USP7 block
COc1ccc(CCC(=O)Nc2nnc(C3CC(=O)N(c4ccccc4)C3)s2)cc1 (stereo not drawn) | 26.3 | -3.3 | 9.5 | 0.9 | 0.8 | 34.0* | -13.6 | 4.6
COc1ccc(C(=O)N2CCN(CCCc3c[nH]c4ccc(F)cc34)CC2)cc1 | -7.4 | -3.0 | -4.7 | 3.1 | -5.6 | 0.8 | -54.6 | 3.6
O=C(Nc1nnc(C2=COCCO2)o1)C1CCCCC1 | 6.9 | 3.4 | 18.6 | 3.4 | 8.8 | 1.8 | -21.2 | 6.6
COc1ccccc1-n1c(SCC(=O)N2CCc3ccccc32)nnc1-c1ccncc1 | 2.5 | 3.4 | 0.0 | 3.1 | 4.2 | -1.4 | -0.3 | -5.0
COc1cc(CSc2nnc(-c3ccco3)o2)c(OC)cc1Br | 14.7 | 1.9 | 16.8 | 2.8 | 3.3 | 3.6 | 7.0 | 1.1
O=C(NC1CCCCC1)C(c1ccc(Cl)cc1)N(Cc1ccccc1)C(=O)c1cnccn1 (stereo not drawn) | 0.1 | 4.0 | -6.1 | 2.5 | -0.7 | 0.2 | 4.5 | -132.5
Cc1ccc(CNC(=O)Cn2cc(S(=O)(=O)Cc3ccccc3)c3ccccc32)cc1 | -8.8 | -38.0 | -113.9 | 0.3 | -38.5 | 1.9 | 37.9* | 0.9
Cc1cc(NC(=O)C2CCCN(c3nnc4ccccn34)C2)ccc1F (stereo not drawn) | 11.8 | 14.8 | 3.5 | 3.6 | 2.2 | -1.3 | 18.4 | -2.9
O=S(=O)(c1ccccc1)N1CCCCCC1C1CCNCC1 (stereo not drawn) | nt | 0.2 | nt | 4.0 | 1.2 | 3.5 | 1.6 | 8.6
COc1ccc(-c2cccc(C3CN(Cc4ccnn4C)CCO3)n2)cc1 (stereo not drawn) | -8.8 | -10.0 | -7.8 | -0.5 | -10.3 | -1.6 | -1.2 | -1.7
CCn1c(=O)c2sccc2n2c(CCC(=O)NC3CCCCCC3)nnc12 | 11.2 | 13.3 | 29.0 | 1.7 | 18.0 | -0.8 | 16.8 | 1.2
COc1ccc(CCC(=O)Nc2ccc3nc(C(F)(F)F)[nH]c3c2)cc1OC | 7.4 | 7.5 | 20.5 | 0.2 | 8.5 | -0.1 | 10.3 | 3.8
C/C(=N\N(C)S(=O)(=O)c1ccc(C)cc1)c1ccc(-n2cnnn2)cc1 | -18.6 | -5.9 | -33.1 | 1.5 | -10.6 | 3.2 | 6.2 | -47.3
Cc1c(C(=O)c2ccccc2C(=O)O)sc2ccccc12 | 0.0 | 11.8 | 19.7 | -1.2 | 1.9 | 2.5 | 9.8 | -3.2
CN1C(=O)CCC12CCCN(S(=O)(=O)c1ccccc1)CC2 (stereo not drawn) | -5.4 | -25.0 | 0.0 | -1.2 | 0.7 | -3.0 | 2.3 | 2.6
COC(=O)c1c(C)[nH]c(C(=O)C(C)OC(=O)c2cccc(C)c2)c1C (stereo not drawn) | 7.8 | 18.9 | -22.5 | 1.7 | -8.1 | -0.5 | 0.2 | 3.9
CNc1nccnc1C1CN(C(=O)c2ccc(OC(C)C)cc2)CCO1 (stereo not drawn) | -2.5 | -3.9 | -19.1 | -2.2 | -8.6 | -1.5 | -2.9 | -2.0
Cc1ccc2nc(CNc3cccc(Cl)c3)cc(=O)n2c1 | -0.5 | 30.5* | -105.6 | -1.9 | -7.8 | -0.8 | 28.7 | -7.3
C[C@H]1CC[C@H]2[C@@H](C=C[C@]3(O)COC(=O)[C@]23C)C1 | -3.9 | -19.0 | -8.8 | -1.5 | -4.6 | 0.6 | 3.5 | -3.5
COc1cccc(C(=O)Nc2ccc(C)c(N3CCCCC3=O)c2)c1OC | 1.9 | -0.2 | -3.9 | 0.7 | -3.0 | 0.2 | 16.3 | 4.3
COc1ccc2c(=O)c3c(oc2c1)C(=O)N(CCN1CCOCC1)C3c1ccc(F)cc1 (stereo not drawn) | -4.9 | -2.0 | -2.7 | -1.8 | -5.3 | -0.4 | 4.7 | -2.2
CCCCNc1nc2c(-c3ccccc3)nnn2c2ccccc12 | -3.9 | 68.2* | 8.9 | -0.7 | 1.8 | 0.7 | 2.3 | 4.5
CC(=O)Nc1ccc(C(=O)NCc2cnn3ccccc23)cc1 | 15.2 | 12.2 | 7.1 | 1.3 | 10.9 | 1.1 | 20.9 | 2.9
NCCc1csc2nc(-c3ccccc3)nn12 | 15.0 | 5.3 | 6.8 | 1.9 | 24.7 | -0.1 | 1.1 | 0.4
Fc1cccc(-c2nnc(C3CC34CCN(Cc3nc(C5CC5)no3)CC4)o2)c1 (stereo not drawn) | -27.9 | -25.6 | -72.9 | -7.3 | -22.5 | -2.9 | -11.5 | -13.1
Continuation:
SMILES | USP28 block | USP17 inh | USP30 inh | UCHL1 inh | OTUD3 block | USP10 block | USP8 inh | USP7 block
Cc1ccc(CNC(=O)c2ccc(-c3ccc(N4CCOCC4)nn3)cc2)o1 | nt | 1.8 | nt | 0.2 | -0.9 | 5.5 | 3.5 | -3.7
O=C(Nc1ccccc1)N1CCCCCC1C1CCN(c2ncccc2[N+](=O)[O-])CC1 (stereo not drawn) | 13.6 | -2.6 | 21.8 | 9.0 | 18.3 | 10.1 | -29.9 | 4.7
Cc1ccc(-c2cn3cccnc3n2)cc1NC(=O)C(C)Oc1ccccc1 (stereo not drawn) | -4.7 | 9.4 | 12.7 | -5.2 | -3.8 | -0.7 | -10.3 | -1.8
CCOC(=O)C1=C(CN2CCN(c3ccc(F)cc3)CC2)NC(=O)NC1c1ccc(OC)cc1 (stereo not drawn) | -2.1 | 35.6* | 34.0* | 1.1 | 0.0 | -0.1 | -3.7 | -6.7
COC[C@H]1C[C@@H]2CN(C(=O)CN)C(C)[C@H]1N2Cc1ccccc1 (stereo partly drawn) | 4.1 | -8.4 | 10.6 | 0.6 | 8.8 | -0.1 | 1.5 | 4.0
COc1ccccc1NS(=O)(=O)c1cccc(NC(=O)CCc2nc3ccccc3s2)c1 | 24.7 | 61.2* | -124.5 | 1.3 | -10.1 | -0.9 | 22.9 | 7.2
COc1ccc(NC(=O)c2nnn(Cc3nc(-c4cccc(Cl)c4)oc3C)c2C)cc1 | -0.2 | 5.2 | 13.9 | 6.5 | -1.8 | 4.8 | 10.2 | 8.0
COc1cccc(CN2CC=CCC(C3CCN(c4nc(C)cc(C)n4)CC3)C2=O)c1 (stereo not drawn) | -4.6 | -12.5 | -54.6 | -1.4 | -10.3 | -2.5 | 0.3 | -4.4
Cc1ccc(C)c(S(=O)(=O)N(CC(=O)N2CCCc3ccccc32)C2CCCCCC2)c1 | 16.1 | 11.1 | 20.3 | 8.6 | 11.9 | 10.7 | 12.2 | 7.2
CCNC(=O)c1nn(-c2ccc(Cl)cc2)c2c(=O)n(C)cnc12 | -15.3 | -18.5 | -45.9 | -6.8 | -13.8 | -6.3 | -13.7 | -10.3
O=[N+]([O-])c1ccc2[nH]cc(S(=O)(=O)Nc3ccc(F)cc3F)c2c1 | -2.3 | 6.4 | 1.8 | 3.2 | -8.6 | 4.8 | -53.6 | 1.0
O=S(=O)(c1ccccc1)N1CCCCCC1C1CCN(Cc2nnnn2C2CC2)CC1 (stereo not drawn) | -0.8 | 4.1 | -8.8 | -1.0 | -4.1 | -0.9 | -1.2 | -0.9
CC(C)n1cnc2c1C(C(=O)N1CCN(C)CC1)N(Cc1ccccc1)CC2 (stereo not drawn) | 3.8 | 9.6 | 9.3 | 0.0 | 3.6 | 0.5 | 10.2 | 5.8
COc1ccccc1CNC(=O)CN=C1NS(=O)(=O)C(c2ccc(C)c(C)c2)=C1C | 6.2 | -42.3 | -19.6 | 0.6 | -1.8 | -0.8 | -9.2 | 5.2
CCc1ccccc1NC(=O)c1ccc(N2C(=O)C(C)CS2(=O)=O)cc1Cl (stereo not drawn) | -4.0 | 1.8 | -6.2 | -3.3 | 3.3 | 0.2 | 15.5 | 0.5
Cc1ccc(NC(=O)c2cc(C3CC3)nc3c2cnn3C(C)C)c(C)c1 | -7.7 | -11.7 | -39.1 | -2.9 | -2.9 | -1.6 | -29.4 | -0.4
COCCn1c(=O)[nH]c(=O)c2c3c(cnc21)C(=O)CC(c1ccc(OC)cc1)C3 (stereo not drawn) | -33.3 | -58.4 | -141.8 | 1.0 | -45.3 | 0.1 | -18.4 | -13.6
COc1cc2c(=O)c(C(=O)c3ccc(F)cc3)cn(CC(=O)Nc3ccc4c(c3)OCCO4)c2cc1OC | 0.0 | 37.3* | -65.3 | 0.9 | -2.5 | 13.8 | -19.2 | 8.2
Cn1cc(-c2ccccc2C(=O)O)c(=O)c2ccccc21 | -0.7 | 0.0 | 7.9 | -1.5 | -2.3 | 0.7 | 0.5 | nt
CC(Nc1cc(-c2ccccc2F)nc(-c2ccncc2)n1)c1ccccc1 (stereo not drawn) | -51.5 | -15.8 | -211.8 | -2.2 | -48.1 | -6.6 | 1.8 | 5.1
CN1CCOC2(COc3ccccc3N(C(=O)NC3CC3)C2)C1 (stereo not drawn) | 2.1 | 19.6 | 5.1 | 2.9 | 6.4 | 2.3 | -19.0 | 8.3
O=C(CSc1nc(-c2ccccc2)c2ccccc2n1)NCc1ccc(C(=O)O)cc1 | 13.2 | 17.4 | 31.9* | 1.4 | 6.1 | 0.9 | 18.9 | 5.9
Cc1onc(-c2ccccc2)c1-c1csc(CS(=O)(=O)Cc2cccc(C(F)(F)F)c2)n1 | -15.0 | -26.7 | -1.3 | 4.6 | -12.9 | 1.4 | -100.7 | -4.9
COc1cc(NC(=O)c2ccc(Cl)cc2)c(OC)cc1NC(=O)CN1CCOCC1 | -15.1 | -27.5 | -36.2 | -2.7 | -6.8 | -2.3 | -18.8 | -9.9
CCCCC(=O)Nc1ccc2c(c1)nc(CCN1CCCC1)n2C | -30.4 | -12.6 | -64.9 | -5.0 | -23.5 | -8.1 | -13.5 | -4.1

Some of the entries so far, with each value named:
> CCc1ccccc1NC(=O)c1ccc(N2C(=O)C(C)CS2(=O)=O)cc1Cl (stereo not drawn)
  USP28 block = -4.0	USP17 inh = 1.8	USP30 inh = -6.2	UCHL1 inh = -3.3	OTUD3 block = 3.3	USP10 block = 0.2	USP8 inh = 15.5	USP7 block = 0.5

> CCCCC(=O)Nc1ccc2c(c1)nc(CCN1CCCC1)n2C
  USP28 block = -30.4	USP17 inh = -12.6	USP30 inh = -64.9	UCHL1 inh = -5.0	OTUD3 block = -23.5	USP10 block = -8.1	USP8 inh = -13.5	USP7 block = -4.1

(more compounds)
SMILES | USP28 block | USP17 inh | USP30 inh | UCHL1 inh | OTUD3 block | USP10 block | USP8 inh | USP7 block
COc1cccc(N2CCN(C(=O)CCn3cnc4ccccc4c3=O)CC2)c1 | 0.1 | -1.2 | 9.5 | -1.2 | 0.7 | -0.1 | -5.4 | 0.2
CC1=CC2=NC(=O)/C(=C\c3cn(CCOc4ccccc4)c4ccccc34)C(=N)N2O1 | nt | -180.7 | nt | -47.3 | -0.2 | -1.3 | -20.0 | -32.5
CCc1cnc(N2CCC3(CC2)OC(C(=O)NCC(C)C)Cn2ccnc23)nc1 (stereo not drawn) | -70.2 | -101.6 | -249.4 | -21.9 | -59.0 | -4.4 | -270.9 | -24.3
O=C(COc1ccccc1F)N1CCC(Cc2ccccc2)CC1 | 10.5 | 13.2 | 17.4 | 1.8 | 9.5 | 0.0 | 0.9 | -6.8
CC1=NOC(CNC(=O)Nc2ccccc2Cl)C1 (stereo not drawn) | -0.7 | -0.1 | -1.5 | -3.4 | -4.3 | 0.0 | 7.0 | -1.2
Cc1cccc(C(=O)OCC(=O)Nc2ccc(N3CCOCC3)cc2)c1O | 4.5 | 31.6* | 9.5 | 0.3 | 8.1 | -3.9 | 0.7 | nt
CC1(C(=O)NC2CCCC2)Cn2c(ccc2-c2ccco2)C(=O)N1Cc1cccnc1 (stereo not drawn) | nt | -19.5 | nt | -1.6 | 0.6 | -3.1 | 3.2 | -34.7
CC(=O)Nc1c(-c2ccc3c(c2)OCO3)c(=O)c2ccccc2n1C | 4.7 | 12.0 | 48.9* | -0.2 | 7.4 | 0.0 | 21.3 | 4.3

Sorted by formula weight (high to low): part of the list above.
SMILES | USP28 block | USP17 inh | USP30 inh | UCHL1 inh | OTUD3 block | USP10 block | USP8 inh | USP7 block
CC1=CC2=NC(=O)/C(=C\c3cn(CCOc4ccccc4)c4ccccc34)C(=N)N2O1 | nt | -180.7 | nt | -47.3 | -0.2 | -1.3 | -20.0 | -32.5
COc1cccc(N2CCN(C(=O)CCn3cnc4ccccc4c3=O)CC2)c1 | 0.1 | -1.2 | 9.5 | -1.2 | 0.7 | -0.1 | -5.4 | 0.2
Cc1cccc(C(=O)OCC(=O)Nc2ccc(N3CCOCC3)cc2)c1O | 4.5 | 31.6* | 9.5 | 0.3 | 8.1 | -3.9 | 0.7 | nt
